JMJD2A Tudor inh: qHTS Assay for Inhibitors of JMJD2A-Tudor Domain; Lysine-specific demethylase 4A (Homo sapiens), O75164; AlphaScreen JMJD2A-Tudor / H3K4me3 peptide binding; Potency, µM (doses to about 114 µM), without a hit: top-dose activity change, negative = inhibition, most hits filed as inhibitors; 390,000 tested, 4.4% active; AID 504339, 2011; note: % is set by controls: 0 for no effect and ±100 for the full control effect; nearly all actives have a fitted effect of over 50% in size
Target sequence (O75164 whole entry, looked up, the tested form may be a part): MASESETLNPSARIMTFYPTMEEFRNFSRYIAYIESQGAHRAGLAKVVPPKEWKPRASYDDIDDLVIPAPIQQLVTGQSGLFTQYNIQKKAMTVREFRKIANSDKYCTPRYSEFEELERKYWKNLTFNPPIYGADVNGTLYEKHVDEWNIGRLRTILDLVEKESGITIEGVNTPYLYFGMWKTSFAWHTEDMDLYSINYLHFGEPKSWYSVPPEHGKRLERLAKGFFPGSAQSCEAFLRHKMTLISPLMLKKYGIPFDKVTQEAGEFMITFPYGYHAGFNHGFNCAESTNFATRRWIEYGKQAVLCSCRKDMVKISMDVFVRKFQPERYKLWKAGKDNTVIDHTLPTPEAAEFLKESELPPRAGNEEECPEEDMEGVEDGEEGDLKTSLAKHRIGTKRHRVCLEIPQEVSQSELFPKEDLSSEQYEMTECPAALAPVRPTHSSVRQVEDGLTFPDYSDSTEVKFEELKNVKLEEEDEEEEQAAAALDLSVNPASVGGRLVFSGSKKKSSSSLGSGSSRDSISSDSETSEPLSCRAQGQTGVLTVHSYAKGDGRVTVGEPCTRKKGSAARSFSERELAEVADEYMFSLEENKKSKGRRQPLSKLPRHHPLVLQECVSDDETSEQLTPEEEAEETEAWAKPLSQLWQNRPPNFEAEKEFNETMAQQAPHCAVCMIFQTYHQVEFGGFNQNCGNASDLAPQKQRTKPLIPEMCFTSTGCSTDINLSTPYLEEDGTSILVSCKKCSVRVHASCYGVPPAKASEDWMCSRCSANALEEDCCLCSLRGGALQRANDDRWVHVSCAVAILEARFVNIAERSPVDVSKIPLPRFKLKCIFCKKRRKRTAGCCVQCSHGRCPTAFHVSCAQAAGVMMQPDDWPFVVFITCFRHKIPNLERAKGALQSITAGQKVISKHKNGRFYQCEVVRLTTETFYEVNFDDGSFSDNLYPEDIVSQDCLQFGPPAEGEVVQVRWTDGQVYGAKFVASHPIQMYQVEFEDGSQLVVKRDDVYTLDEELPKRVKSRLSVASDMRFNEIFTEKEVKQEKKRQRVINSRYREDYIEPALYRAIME
APE1 inh: qHTS Assay for Inhibitors of the Human Apurinic/apyrimidinic Endonuclease 1 (APE1); recombinant APE1, TAMRA/BHQ-2 abasic DNA cleavage fluorescence; Potency, µM (top dose mostly 65.8 µM), for inactives: top-dose activity change, negative = inhibition, hits mostly inhibitors; 350,000 tested, 0.35% active; DNA repair nuclease/redox regulator APEX1 (Homo sapiens), P27695;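 note: plate controls were vehicle for no effect and reference inhibitor for full effect; nearly all actives have a fitted effect of over 55% in size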
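Incision of a quenched TAMRA/BHQ-2 THF abasic-site duplex (50 nM) by 0.75 nM APE1, after 15 min compound preincubation, measured as fluorescence increase over three 60 s reads. Values normalized to buffer, DMSO and NSC13755 control wells.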
Pol eta inh: qHTS for Inhibitors of Polymerase Eta | DNA polymerase eta (Homo sapiens), Q9Y253 | recombinant Pol eta, fluorescent DNA replication assay | Potency, µM (doses to about 114 µM), for the others: top-dose activity change, negative = inhibition, actives largely listed as inhibitors | 390,000 tested, 1.2% active | AID 588591, 2011; note: % is set by controls: 0 for no effect and ±100 for the full control effect
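Fluorescent replication assay: 50 nM final substrate added after a 15 min room-temperature compound preincubation with 10 nM enzyme. Signal taken at 0 min and again at 10 min.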
BAZ2B inh: qHTS Assay for Inhibitors of BAZ2B. Bromodomain adjacent to zinc finger domain protein 2B (Homo sapiens), Q9UIF8. AlphaScreen BAZ2B-H3K14Ac peptide displacement. Potency, µM (series often up to 114 µM), inactives show top-dose activity change, negative = inhibition, most hits filed as inhibitors. 360,000 tested, 4.4% active. AID 504333, 2011; note: % is set by controls: 0 for no effect and ±100 for the full control effect; nearly all actives have a fitted effect of over 60% in size
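AlphaScreen displacement of biotin-H3(5-23)K14Ac peptide (50 nM final) from BAZ2B (50 nM final) in PBS pH 7.4, 0.01% Tween-20; complex preformed 30 min RT, then compounds (top 110 uM) 30 min RT, beads 20 min dark.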
POLK inh: qHTS for Inhibitors of Polymerase Kappa. purified Pol kappa, fluorescent DNA synthesis assay, 10 min. DNA polymerase kappa (Homo sapiens), Q9UBT6. Potency, µM (titrated, usually from 107 µM), without a hit: top-dose activity, negative = inhibition, actives largely listed as inhibitors. 400,000 tested, 0.53% active; note: % is set by controls: 0 for no effect and ±100 for the full control effect
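First, compounds were pin-transferred onto 10 nM Pol kappa. After 15 min at room temperature, substrate was added to 50 nM final. Fluorescence was then measured kinetically at 0 and 10 min.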
Pol iota inh: qHTS for Inhibitors of Polymerase Iota. Potency, µM (series often up to 115 µM), for the others: at the top dose activity, negative = inhibition, most hits filed as inhibitors. 390,000 tested, 1% active. Pol iota fluorescent replication assay, 10 min. DNA polymerase iota (Homo sapiens), Q9UNA4. AID 588590, 2011
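Fluorescent replication assay read twice, at 0 min and 10 min after adding 50 nM (final) substrate. Enzyme (10 nM) and compounds were first incubated 15 min at room temperature; enzyme-free buffer wells were negative controls.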
Pol beta inh: qHTS Assay for Inhibitors of DNA Polymerase Beta. Pol beta primer extension/strand displacement, fluorescence kinetic. P06746. AID 485314, 2010. 340,000 tested, 1.3% active. Potency, µM (titrated, usually from 114 µM), without a hit: at the highest dose activity change, negative = inhibition, hits mostly inhibitors; note: % is set by controls: 0 for no effect and ±100 for the full control effect
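Values derive from four-parameter Hill fits of normalized kinetic data: reads at 0 and 10 min following addition of 50 nM substrate to 10 nM Pol beta preincubated 15 min with compound.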
G9a block: qHTS Assay for Inhibitors of Histone Lysine Methyltransferase G9a; Histone-lysine N-methyltransferase EHMT2 (Homo sapiens), Q96KQ7; G9a H3K9 monomethylation, AlphaScreen, 2 h; Potency, µM (doses to about 102 µM), without a hit: at the top dose activity, negative = inhibition, hits mostly inhibitors; 350,000 tested, 8.8% active; AID 504332, 2011; note: % is set by controls: 0 for no effect and ±100 for the full control effect; nearly all actives have a fitted effect of over 75% in size
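Enzyme 20 nM + cpd, 15 min RT; add b-H3K9 pep 500 nM / SAM 20 uM; 2 h RT; anti-H3K9me1 Ab 0.5 ug/mL + SA donor / anti-rabbit acceptor beads 20 ug/mL each, 10 min; AlphaScreen read.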
BLM inh: qHTS Assay for Inhibitors of Bloom's syndrome helicase (BLM); RecQ-like DNA helicase BLM (Homo sapiens), P54132; recombinant BLM DNA unwinding, fluorescence dequenching; Potency, µM (highest dose often 56.1 µM), inactives show top-dose activity change, negative = inhibition, most hits filed as inhibitors; 350,000 tested, 0.2% active; AID 2528, 2010;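 note: plate controls were vehicle for no effect and no enzyme for full effect; nearly all actives have a fitted effect of over 35% in size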
The depositor's hits bear a star; ? = inconclusive; nt = no result given; & = joins results of further samples; ! = repeats disagree; [ ] = another dose, or the depositor's remark. Calls come from the whole dose curve; as a rule, active = well fitted curve in the direction sought with a large enough effect; inconclusive = small, poorly fitted or top-dose-only effect, or another doubt; inactive = no such curve, though single readings can be large; an effect the other way counts as inactive or inconclusive. Potency is the fitted concentration of half-maximal effect.

SMILES	JMJD2A Tudor inh	APE1 inh	Pol eta inh	BAZ2B inh	POLK inh	Pol iota inh	Pol beta inh	G9a block	BLM inh
COc1ccccc1NC(=O)c1c(NC(=O)CCC(=O)O)sc2c1CCCCC2	-18%	-8%	-3%	-16%	-9%	10%	4%	-48%	-9%
COc1ccc(-c2nc3cc(C)ccn3c2NCC2CCCO2)cc1OC (stereo not given)	-15%	nt	2%	nt	-4%	-1%	nt	nt	nt
O=C(O)CCCCCCCCCCC1CCC(O)C1O (stereo not given)	-3%	nt	-16%	nt	-7%	13%	nt	nt	nt
CCOC(=O)c1ccc(N/C=C/C(=O)c2ccc(OC)c(OC)c2)cc1	-8%	-1%	-5%	5%	-1%	29%	14%	nt	-3%
O=c1cc(-c2ccco2)oc2c1ccc1ccccc12	-29%	-2%	?	-6%	-9%	39%[activator]	18µM*	?	-10%
CCOC(=O)c1c(-c2ccc(C)o2)csc1NC(=O)CSc1nnnn1-c1ccccc1	-23%	-9%	-14%	20%	-5%	15%	-5%	?	-26%
C[N+](C)(C)CCOP(=O)([O-])OP(=O)(O)OCC1OC(n2ccc(N)nc2=O)C(O)C1O (stereo not given)	nt	-2%	nt	nt	-3%[60.1 µM]	nt	nt	-45%[2.33 µM]	5%
Cc1cc(CN2CCCC(C(=O)Nc3ccc(-c4nc5ccccc5[nH]4)cc3)C2)n[nH]1 (stereo not given)	-20%	29%	-15%	-32%	5%	21%	21%	-7%	6%
COc1ccc(-c2cc(CN3C(=O)c4ccccc4C3=O)on2)cc1	0%	nt	-8%	nt	-8%	2%	nt	nt	nt
Cc1cc(C)n2nc(SCc3cccc(F)c3)nc2n1	-1%	9%	-7%	8%	-3%	111%[activator]	37%	22%	-1%
CC(=O)c1cccc(NC(=O)Cn2c(=O)oc3cc(S(=O)(=O)N4CCCC4)ccc32)c1	-10%&-18%	-3%	0%&-3%	-2%&-19%	-20%&-22%	?	32µM*!	2%	-7%&1%
COc1ccc(CNC(=O)[C@H](CCSC)NC(=O)N2CCn3c2nc2ccccc23)cc1	?	3%	-23%	-32%	-5%	62%[activator]	31%	?	-4%
O=C(CSCc1ccc([N+](=O)[O-])cc1)NC1CCCCCC1	-15%	1%	-12%	-6%	3%	5%	13%	nt	-3%
COc1cc2c(-c3ccccc3C)nc3c(c(C)nn3-c3ccccc3)c2cc1OC	41%[activator]	nt	-17%	20%	-39%	?	-2%	63%[activator][59 µM]	-11%
COc1ccccc1Nc1nc(-c2c(C)[nH]c3ccccc23)cs1	50µM*	9%	-9%	40µM*	-14%	14%	19%	14µM*	-1%
COc1cc(OC)cc(-n2nnnc2SCC(=O)Nc2ccc(C(C)=O)cc2)c1	-4%	6%	-15%	-1%	-18%	23%	42%	-6%	-6%
COc1ccc(NC(=O)Cn2nc(Cc3cccnc3)c3ccccc3c2=O)cc1OC	-25%	-10%	1%	11%	-17%	4%	8%	-4%[59 µM]	4%
COc1cc(OC)cc(OC(=O)C2CCN(S(=O)(=O)c3ccc(OC)c(OC)c3)CC2)c1	-15%	42%	-18%	-19%	7%	15%	nt	?	nt
COc1ccc(NC(=O)c2cccc(S(=O)(=O)N3CCOCC3)c2)cc1	-22%	-4%	-9%	-15%	-7%	80%[activator]	36%	7%	-6%
NC(=O)CC(NC(=O)Cc1ccc(Br)cc1)c1ccc(NC2CCCC2)c([N+](=O)[O-])c1 (stereo not given)	-10%	3%	-2%	-5%	-7%	-4%	16%	-1%[12.7 µM]	-2%
CCOC(=O)C1=C(C)N(CC)C(=S)NC1c1ccc(Cl)cc1 (stereo not given)	-25%	21%	-17%	?	-2%	2%	18%	-12%[59 µM]	-1%
Nn1c(SCc2ccccc2)nnc1-c1ccco1	-13%	-4%	-14%	10%	14%	21%	3%	-37%	-1%
CCCC[n+]1c(-c2ccc(Cl)cc2Cl)csc1Nc1ccccc1	71µM*	-5%	-8%	13µM*	-3%	3%	26%	11µM*	-4%
Cc1cc(C)c2cc(CN(Cc3ccco3)C(=S)NCC3CCCO3)c(=O)[nH]c2c1 (stereo not given)	-33%	2%	-14%	?	6%	38%[activator]	23%	nt	-13%
COC(=O)c1ccc(N2CCN(C)CC2)c(NC(=O)c2ccc(Br)o2)c1	-25%	26%	-16%	?	1%	39%	-41%	-13%	0%
CC(=O)c1cccc(N(CC(=O)NCCc2ccccc2)C(=O)c2csnn2)c1	?	3%	-11%	-8%	-7%	-6%	3%	3%	-1%
CC(OC(=O)c1ccc(O)cc1)C(=O)Nc1cc(C(F)(F)F)ccc1Cl (stereo not given)	3%	-2%	-32%	2%	-8%	51%[activator]	-11%	nt	-4%
C/C(=N\Nc1ccc(S(=O)(=O)N2CCCCC2)cn1)c1cccc(Br)c1	-33%	0%	-14%	-8%	6%	14%	nt	15%[12.7 µM]	nt
CNc1nc(C)c(C#N)cc1C(C)=O	-4%	-3%	-12%	6%	-1%	-8%	3%	-1%[12.7 µM]	-3%
Cc1ccn2c(=O)c(NC(=O)c3cccc4ccccc34)c(C)nc2c1	8%	1%	-3%	13%	2%	33%[activator]	nt	2%	nt
CCOC(=O)c1c(C)[nH]c(C)c1S(=O)(=O)N1CCOCC1	-17%	5%	-16%	-10%	-12%	5%	83%	?	1%
CCc1ccc(CNC(=O)Cn2nc(-c3ccc(Cl)cc3)ccc2=O)cc1	-7%	nt	0%	6%	0%[60.1 µM]	-17%	-29%	6%[59 µM]	-5%
CC(=O)N(c1cccc(C)c1)C1SC(=O)N(c2ccccc2)C1=O (stereo not given)	10%	20%	-16%	9%	-1%	-6%	20%	4%	-3%
c1ccc2c(c1)CC(N1CCCCC1)c1ccccc1S2 (stereo not given)	55%[activator]	nt	3%	nt	2%	12%	nt	nt	nt
Cc1nnc(NCc2ccccc2)c2ccccc12	?	59%	-1%	-22%	-4%	141%[activator]	10%	-9%	-3%
CN(Cc1nc(-c2ccccn2)no1)S(=O)(=O)c1ccc(Cl)cc1	-20%	2%	2%	4%	-1%	17%	4%	-15%[12.7 µM]	1%
Cc1ccccc1-c1nnc(C2CCN(S(=O)(=O)c3ccc(Cl)cc3)CC2)o1	1%	nt	-11%	-6%	-2%	41%[activator]	-10%	7.9µM*	-12%
CN(C(=O)c1ccccc1C(=O)OCC(=O)c1ccc(F)cc1)c1ccccc1	-20%	1%	-18%	7%	8%	3%	nt	25%[12.7 µM]	nt
CCN1CC(CN(C)Cc2nc(-c3ccc(C(F)(F)F)cc3)no2)CC1=O (stereo not given)	-12%	1%	1%	-1%	-6%	-7%	0%	4%	-3%
Cc1ccc(S(=O)(=O)N2CCN(c3ccccn3)CC2)cc1	-6%	1%	-17%	1%	0%	16%	11%	0%	-3%

Arranged by molar mass (largest number first): part of the list above
SMILES	JMJD2A Tudor inh	APE1 inh	Pol eta inh	BAZ2B inh	POLK inh	Pol iota inh	Pol beta inh	G9a block	BLM inh
C/C(=N\Nc1ccc(S(=O)(=O)N2CCCCC2)cn1)c1cccc(Br)c1	-33%	0%	-14%	-8%	6%	14%	nt	15%[12.7 µM]	nt
Cc1ccccc1-c1nnc(C2CCN(S(=O)(=O)c3ccc(Cl)cc3)CC2)o1	1%	nt	-11%	-6%	-2%	41%[activator]	-10%	7.9µM*	-12%
CN(Cc1nc(-c2ccccn2)no1)S(=O)(=O)c1ccc(Cl)cc1	-20%	2%	2%	4%	-1%	17%	4%	-15%[12.7 µM]	1%
Cc1ccn2c(=O)c(NC(=O)c3cccc4ccccc34)c(C)nc2c1	8%	1%	-3%	13%	2%	33%[activator]	nt	2%	nt
CCOC(=O)c1c(C)[nH]c(C)c1S(=O)(=O)N1CCOCC1	-17%	5%	-16%	-10%	-12%	5%	83%	?	1%
c1ccc2c(c1)CC(N1CCCCC1)c1ccccc1S2 (stereo not given)	55%[activator]	nt	3%	nt	2%	12%	nt	nt	nt

New compounds follow.
SMILES	JMJD2A Tudor inh	APE1 inh	Pol eta inh	BAZ2B inh	POLK inh	Pol iota inh	Pol beta inh	G9a block	BLM inh
CC(=O)c1cc(C(=O)Nc2ccc(C(=O)O)cc2)oc1C	-14%	2%	12%	-24%	-3%	11%	0%	?	2%
COc1ccc(NS(=O)(=O)c2cccc(C(=O)N/N=C/c3cccs3)c2)cc1	-14%	-3%	-9%	-24%	4%	0%	30%	19%[59 µM]	-9%
O=C(Nc1cccc(S(=O)(=O)N2CCOCC2)c1)c1c2c(nc3ccccc13)CCC2	-28%	?	?	?	-38%	45µM*	10µM*	22µM*	-18%
Cc1cccc(NC(=O)C2CC(=O)OC23CCCC3)c1 (stereo not given)	?	?	25µM*	?	?	?	28µM*	?	-14%
C/C(=N\NC(=O)c1ccc(N/N=C(\C)c2ccncc2)cc1)c1ccncc1	-23%	-10%	-12%	-28%	-29%	15%	?	?	-10%
N#C/C(=C(/O)COC(=O)CCc1ccc(S(=O)(=O)N2CCOCC2)cc1)c1nc2ccccc2[nH]1	2%	-2%	14µM*	2%	-23%	-12%	35µM*	-30%	-6%
CCN(CC)CCCNC(=O)CNC(=S)N(CCCN1CCOCC1)Cc1cccs1	-31%	1%	-28%	-16%	3%	46%[activator]	0%	-23%	-2%
CN1CCC(=O)N(C(CSc2ccc(Br)cc2)c2ccccc2)CC1 (stereo not given)	-31%	-4%	nt	nt	2%	-15%	nt	nt	5%
CCc1nc(Nc2ccccc2)c2oc3ccccc3c2n1	2%	-9%	-15%	-7%	-17%	10%	10%	-23%[59 µM]	-4%
CC(=O)N(C1CC(C)C(C#N)(C#N)C1(C#N)C#N)N(C)C (stereo not given)	-18%	7%	-7%	-10%	4%	71%[activator]	0%	13µM*	-2%
CNCC(O)Cn1c(C(F)(F)F)nc2ccccc21 (stereo not given)	-23%	3%	2%	1%	-5%	8%	26%	4%[59 µM]	-7%

An excerpt. The share of hits here may be higher or lower than overall.
